Compound activity: PubChem, The Scripps Research Institute Molecular Screening Center
TEAD-YAP inh = TEAD-YAP interaction inhibition, primary screen, TEAD-YAP interaction inhibitor project, luminescence, HEK-TIYL cells | inhibition, % at 9.12 µM | 640,000 compounds, 1.4% hits | TEAD-Gal4/YAP UAS-luciferase luminescence; in the data active = inhibition above about 32%;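 note: 0% = median of test compound wells and 100% = reference inhibitor wells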
MITF primary = MITF inhibitors, primary screen, biochemical, AlphaScreen, human. 650,000 compounds, 0.91% hits. inhibition, % at 2.6 µM. AlphaScreen MITF homodimerization, bead proximity signal; in the data active = inhibition above about 50%;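 note: 0% = vehicle wells with protein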
Target sequence (O75030 whole entry, looked up): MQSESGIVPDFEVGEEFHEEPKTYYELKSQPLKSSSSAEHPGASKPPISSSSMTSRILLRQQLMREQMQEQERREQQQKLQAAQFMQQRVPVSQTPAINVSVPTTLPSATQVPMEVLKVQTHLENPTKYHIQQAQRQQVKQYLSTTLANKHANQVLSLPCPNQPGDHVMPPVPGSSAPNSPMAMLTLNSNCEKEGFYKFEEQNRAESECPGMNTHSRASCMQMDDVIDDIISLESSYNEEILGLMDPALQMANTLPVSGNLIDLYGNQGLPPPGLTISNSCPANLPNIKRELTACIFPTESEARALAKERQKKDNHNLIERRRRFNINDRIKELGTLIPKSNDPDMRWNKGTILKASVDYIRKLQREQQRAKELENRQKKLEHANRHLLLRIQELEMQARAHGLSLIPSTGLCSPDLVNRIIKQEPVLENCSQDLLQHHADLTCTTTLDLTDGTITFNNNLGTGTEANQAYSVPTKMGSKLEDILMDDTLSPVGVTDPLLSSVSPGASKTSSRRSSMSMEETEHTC
GPR151 ag = activators of human GPR151, primary screen, cell-based, PathHunter beta-arrestin, luminescence; PathHunter beta-arrestin GPR151 cells; activation, % at 11.2 µM; 650,000 compounds, 1% hits; AID 1508602, 2020; in the data active = activation above about 4.9%;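 note: 0% = median of compound wells and 100% = cells with positive control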
Target sequence (Q8TDV0 whole entry, looked up): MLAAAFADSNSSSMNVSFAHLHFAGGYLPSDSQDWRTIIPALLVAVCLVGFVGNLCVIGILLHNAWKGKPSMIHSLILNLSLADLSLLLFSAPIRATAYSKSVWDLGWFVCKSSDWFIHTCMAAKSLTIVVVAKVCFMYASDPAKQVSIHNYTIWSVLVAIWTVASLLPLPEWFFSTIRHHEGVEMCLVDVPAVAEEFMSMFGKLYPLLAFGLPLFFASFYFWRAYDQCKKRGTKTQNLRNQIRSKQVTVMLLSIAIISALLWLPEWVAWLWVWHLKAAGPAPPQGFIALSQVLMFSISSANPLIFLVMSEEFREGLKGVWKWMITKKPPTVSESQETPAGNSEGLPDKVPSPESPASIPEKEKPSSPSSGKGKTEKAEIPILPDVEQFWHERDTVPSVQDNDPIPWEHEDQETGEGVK
FBW7 act = FBW7 E3 ligase activators, primary screen, biochemical, AlphaScreen, human; normalized activity (activation), % at 26.1 µM; AID 1259310, 2017; AlphaScreen FBW7–phospho-cyclin E peptide binding, activator screen; 650,000 compounds, 0.13% hits; F-box/WD repeat-containing protein 7 (Homo sapiens), Q969H0; in the data active = normalized activity above about 1.9%;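 note: purified mutant Fbw7 with reduced substrate affinity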
* marks the source's active call; other numbers are inactive results; nt = not tested or not shown.

Letter code: A = TEAD-YAP inh; B = MITF primary; C = GPR151 ag; D = FBW7 act
1	O=C(CSc1nnc(NC(=O)C2CCCCC2)s1)NCc1ccccc1Cl
  A: 9	B: -10	C: -0.4	D: -0.1

2	COc1ccc(-n2c(O)c(C3=c4ccccc4=NC3=O)sc2=S)c(OC)c1
  A: 0	B: -11	C: 0.8	D: -0.1

3	COC(=O)c1c(NC(=O)C(C)N2C(=O)c3ccccc3C2=O)sc2c1CCC(C)C2 (centres undefined)
  A: -6	B: 18	C: -0.9	D: 1.1

4	Cc1ccccc1C1=NN2C(=N)/C(=C/c3c(C)nn(-c4ccccc4)c3Cl)C(=O)N=C2S1
  A: -15	B: 0	C: -1.9	D: 0.3

5	COC(=O)c1ccc(NC(=O)C(=O)NCCCN(C)C)cc1
  A: 6	B: 9	C: 0.7	D: 0.0

6	Cc1noc(C)c1CSc1nnc2ccc3ccccc3n12
  A: 1	B: 14	C: 0.0	D: 0.3

7	O=C(COc1ccc([N+](=O)[O-])cc1)c1ccc(Br)cc1
  A: 11	B: -9	C: -0.2	D: -0.1

8	CCc1nnc(NC(=O)[C@@H](NS(=O)(=O)c2ccc3c(c2)OCCO3)C(C)C)s1
  A: 7	B: 15	C: 1.2	D: 0.4

9	Cc1cccc(-n2c(C)c(C(=O)c3ccccc3)c3cc(O)ccc32)c1
  A: -19	B: 4	C: 0.6	D: -0.9

10	Cc1cc(-c2nnc(NC(=O)C3c4ccccc4Oc4ccccc43)o2)c(C)o1
  A: 0	B: 10	C: 0.8	D: -1.0

11	Cc1cc(C)cc(N=C2NC(=O)/C(=C/c3ccc([N+](=O)[O-])c(O)c3)S2)c1
  A: 0	B: 16	C: 0.2	D: 0.0

12	CCN(CC)C(=O)C1=C(C)NC(=S)NC1c1cc(C)c(OC)cc1C (centres undefined)
  A: -6	B: -13	C: 0.3	D: 0.0

13	Cc1ccc(-c2nc(COC(=O)CN(C)S(=O)(=O)c3ccc(C)cc3)cs2)cc1
  A: -23	B: 1	C: -0.7	D: 0.0

14	COc1ccc(N=C2SC(C(N)=O)CC(=O)N2Cc2ccccc2)cc1 (centres undefined)
  A: 0	B: -1	C: -0.6	D: 0.0

15	Nc1c(NCCO)c(=O)[nH]c(=O)n1Cc1ccccc1
  A: 1	B: 0	C: -2.0	D: 0.0

16	NC(=O)Nc1ccc2c(c1)OCCCO2
  A: 1	B: 13	C: 1.1	D: 0.4

17	CC(C)CNC(=O)c1ccccc1NS(=O)(=O)c1ccc2ccccc2c1
  A: 1	B: 7	C: 0.9	D: 0.0

18	Cc1cccc(NC(=O)c2ccc(F)c(S(=O)(=O)N3CCCc4ccccc43)c2)c1
  A: 10	B: -2	C: 1.9	D: 0.0

19	Cc1ccc(C2CC(C(F)(F)F)n3nc(C(=O)NCC4CCCO4)cc3N2)cc1 (centres undefined)
  A: 4	B: -8	C: 0.2	D: -0.2

20	CCOC(=O)C1=C(C)NC2=C(C(=O)CCC2)C1c1ccccc1OCc1ccccc1 (centres undefined)
  A: 4	B: 19	C: 0.1	D: 0.2

21	C=CC[N+](C)(C)CCNC(=O)c1c(O)c2c([nH]c1=O)CCCC2
  A: -3	B: -8	C: 0.7	D: -0.1

22	CCCc1c(C)c2cc(Cl)c(OCc3ccc(F)cc3)cc2oc1=O
  A: 3	B: 10	C: -0.5	D: 0.0

23	Cc1sc(NC(=O)CN2CCc3ccccc32)c(C#N)c1C
  A: 3	B: -2	C: 1.8	D: -0.1

24	COc1ccc(-c2n[nH]c(=S)n2C(C)C(=O)O)cc1 (centres undefined)
  A: 0	B: 6	C: 1.8	D: 0.0

25	CCOc1cc(CN2CCc3nnc(CCNC(=O)c4cccnc4)n3CC2)ccc1O
  A: -3	B: -2	C: 0.3	D: 0.0

26	COc1cc(C(=O)Nc2ccccc2F)cc(OC)c1OC
  A: -2	B: 2	C: 1.0	D: 0.0

27	COCCCN1CCc2nc(SCC(=O)Nc3ccc(C)c(C)c3)[nH]c(=O)c2C1
  A: -6	B: 0	C: 1.7	D: -0.6

28	COC(=O)CNC(=O)CNS(=O)(=O)c1ccccc1[N+](=O)[O-]
  A: 6	B: 4	C: 0.3	D: 0.1

29	CC(=O)Nc1ccc(S(=O)(=O)Nc2ccc(F)c([N+](=O)[O-])c2)cc1
  A: 1	B: 7	C: -0.6	D: 0.9

30	CC(=O)Nc1ccc(Nc2c3c4c(cccc4n(C)c2=O)C(=O)c2ccccc2-3)cc1
  A: -12	B: 1	C: -0.8	D: -0.1

31	COc1cc(OC)c([N+](=O)[O-])cc1/C=C(/C#N)c1nc2ccccc2[nH]1
  A: -12	B: -8	C: -1.1	D: -0.1

32	COc1ccc(CC(=O)NCC2CCCN(Cc3ccc(OC)cc3F)C2)cc1 (centres undefined)
  A: 2	B: 5	C: -0.5	D: -0.1

33	COc1ccccc1-n1ncc2c(=O)[nH]c(SCc3cc(C)ccc3C)nc21
  A: -2	B: 3	C: 0.5	D: -0.1

34	CC(=O)N1CCOc2cc(S(=O)(=O)N3CCCCCC3)c(Cl)cc21
  A: -10	B: -7	C: -2.3	D: 0.0

35	CCOC(=O)c1cc2c(=O)n3ccccc3nc2n(CCOC)c1=NC(=O)c1ccccc1Cl
  A: -4	B: -6	C: -2.5	D: 0.6

36	N#Cc1c(NC(=O)COc2ccc(Cl)cc2Cl)sc2c1CCCC2
  A: 4	B: 2	C: 1.2	D: 0.7

37	COc1ccc(-c2c(C#N)c(N)nc3sc(C(=O)Nc4ccc(F)cc4)c(N)c23)cc1OC
  A: -4	B: -2	C: -0.2	D: 0.0

38	O=S(=O)(c1ccccc1)N1CC=C(c2ccccc2)CC1
  A: 1	B: 9	C: 0.6	D: 1.0

39	COc1cccc(NC(=O)c2sc(N)nc2-c2ccc([N+](=O)[O-])cc2)c1
  A: 12	B: 17	C: -1.0	D: 0.1

40	COc1cccc(CNC(=O)Cn2ncn3c(cc4sc(C)cc43)c2=O)c1
  A: -13	B: 5	C: -0.7	D: -0.1

41	O=C(Nc1ccccn1)c1ccc(C(=O)Nc2ccccn2)nc1
  A: -32	B: 0	C: -6.5	D: -0.1

42	CC1CC(=O)N(CC(=O)NCc2ccco2)c2ccccc2S1 (centres undefined)
  A: -2	B: 9	C: -0.9	D: 0.0

43	O=C(O)c1nccnc1C(=O)Nc1ccc2c(c1)OCCO2
  A: 6	B: 10	C: -5.1	D: 0.1

44	COC(=O)c1ccc(C(=O)Nc2nc3c(OC)cc(N)cc3s2)cc1
  A: 4	B: 14	C: 0.9	D: 0.1

45	Oc1oc(-c2ccc(Cl)cc2)nc1C=Nc1cc(Cl)ccc1Cl
  A: 0	B: -16	C: 1.0	D: 0.1

46	CN(CC(=O)Nc1ccc(Cl)cc1C(F)(F)F)S(=O)(=O)c1ccc(Cl)cc1
  A: 3	B: 13	C: 0.1	D: 0.3

47	Cc1ccc(-n2ncc3c(C)nnc(SCC(=O)NC4CCCCC4)c32)cc1
  A: 11	B: -1	C: -1.8	D: -0.1

48	O=[N+]([O-])c1cc(-c2cnc3ccccc3n2)ccc1Oc1cccc2cccnc12
  A: -2	B: 1	C: 4.2	D: -0.6

49	CCOc1ccc(C(=O)CSCCC(=O)O)cc1
  A: 35*	B: 7	C: 0.3	D: 0.1

50	Cc1oc2cc(OS(C)(=O)=O)ccc2c(=O)c1-c1ccc(Br)cc1
  A: 34*	B: 1	C: 3.2	D: 0.0

Record cards, from the list above. Values in the order: TEAD-YAP inh, MITF primary, GPR151 ag, FBW7 act
`CN(CC(=O)Nc1ccc(Cl)cc1C(F)(F)F)S(=O)(=O)c1ccc(Cl)cc1` across the screens: 3, 13, 0.1, 0.3
`CC(=O)Nc1ccc(Nc2c3c4c(cccc4n(C)c2=O)C(=O)c2ccccc2-3)cc1` across the screens: -12, 1, -0.8, -0.1
`COc1ccccc1-n1ncc2c(=O)[nH]c(SCc3cc(C)ccc3C)nc21` across the screens: -2, 3, 0.5, -0.1
`O=S(=O)(c1ccccc1)N1CC=C(c2ccccc2)CC1` across the screens: 1, 9, 0.6, 1.0
`CCOc1ccc(C(=O)CSCCC(=O)O)cc1` across the screens: 35*, 7, 0.3, 0.1

Remaining list, next part.
Letter code: A = TEAD-YAP inh; B = MITF primary; C = GPR151 ag; D = FBW7 act
51	O=C(CNC(=O)c1ccccc1)Nc1cnn(-c2cccc(C(=O)Nc3ccc(N4CCOCC4)cc3)c2)c1
  A: -4	B: 8	C: -1.6	D: 0.1

52	CC(=O)c1ccc(-n2nnnc2SCC(=O)Nc2ccc3c(c2)OCCO3)cc1
  A: 19	B: 2	C: 0.5	D: 0.0

53	CCC(=O)Nc1cccc(-c2nc3ncccn3c2C)c1
  A: -12	B: -8	C: -0.5	D: -0.1

54	COc1cccc(-c2nc(C(N)=O)c3[nH]c(=O)n(-c4cccc(C)c4)c3n2)c1O
  A: 11	B: -1	C: 1.5	D: -0.1

55	CCOC(=O)N1CCN(c2c(N3CCN(c4ccc(OC)cc4)CC3)c(=O)c2=O)CC1
  A: 2	B: 12	C: -2.4	D: 0.0

56	COc1ccc(C2CC(=O)N3C(=C2C#N)SCC3(O)c2ccc(C)cc2)cc1 (centres undefined)
  A: -8	B: 12	C: 0.5	D: -0.2

57	COC(=O)CCn1c(C)cc(C(=O)CCl)c1C
  A: 12	B: 2	C: -2.0	D: 0.3

58	CC1CCN(Cc2nnnn2CC(=O)N(C)C(C)c2ccon2)CC1 (centres undefined)
  A: 19	B: 2	C: -2.5	D: 0.7

59	CC(C)N(CCNC(=O)c1cccc(N2CCCC2CO)n1)C(C)C (centres undefined)
  A: -1	B: 0	C: -0.3	D: -0.1

60	CC(=O)Nc1cccc(-c2cncc(-c3cccc(O)c3)n2)c1
  A: 22	B: 13	C: 2.0	D: 0.7

61	C=CCn1c(-c2ccccc2Cl)n[nH]c1=S
  A: 4	B: 1	C: 2.7	D: -0.1

62	CCN1C(=O)/C(=C/c2ccc(C)o2)C(=O)NC1=S
  A: 3	B: 35	C: -0.5	D: 0.0

63	O=C(O)/C=C/C(=O)Nc1nnc(-c2ccc3c(c2)OCO3)s1
  A: 2	B: -9	C: 0.1	D: 0.2

64	C=CC1CCC(O)C(N(C)C(=S)Nc2ccccc2C)C1 (centres undefined)
  A: 7	B: -1	C: 1.5	D: 0.0

65	Cc1cccc(C2c3[nH]c4ccccc4c3CCN2C(=O)CN2CCOC2=O)n1 (centres undefined)
  A: 1	B: -5	C: -1.7	D: -0.1

66	O=C(c1ccc(N2C(=O)CCC2=O)cc1)N1CCCCCC1
  A: -4	B: -1	C: 0.3	D: 0.0

67	CC(=O)c1ccc(N2CCN(C(=O)c3[nH]c(C)c(C(C)=O)c3C)CC2)cc1
  A: -1	B: -9	C: 0.6	D: -0.1

68	Cc1ccc(-c2csc(/C(C#N)=C\c3ccc(Cl)cc3)n2)cc1
  A: 10	B: 3	C: 1.7	D: -0.3

69	C/C(CCN1CCCc2nc(C)c(C)cc21)=N\O[C@@H](C)c1cc(-c2c(C)cc(C)cc2C)no1
  A: nt	B: -6	C: -2.1	D: -0.1

70	COc1ccc(CCNc2ccc(C(=O)N3CCN(C(C)=O)CC3)cc2S(=O)(=O)Nc2cccc(C(F)(F)F)c2)cc1OC
  A: -11	B: 14	C: -0.7	D: 0.2

71	COc1ccc(C=C2C(=O)c3ccccc3C2=O)cc1C
  A: -1	B: 1	C: -1.5	D: 0.2

72	O=C(NCc1ccc(Cl)cc1)c1nn2c(C(F)(F)F)cc(-c3ccccc3)nc2c1Br
  A: -1	B: 19	C: -1.9	D: 1.3

73	CC1=C(C(=O)Nc2ccccc2C)C(c2ccccc2Cl)NC(=S)N1 (centres undefined)
  A: 11	B: 16	C: -1.8	D: 0.9

74	CC(C)(C)NC(=O)c1ccc2c(c1)C(=O)N(c1ccc([N+](=O)[O-])cc1)C2=O
  A: 1	B: 5	C: 0.8	D: 0.1

75	Cc1nn(CC(=O)NCCc2ccc(Cl)cc2)c(=O)c2cccn12
  A: 3	B: -1	C: -1.0	D: -0.1

Among those listed so far, these have a furan ring, fused or not:
Letter code: A = TEAD-YAP inh; B = MITF primary; C = GPR151 ag; D = FBW7 act
10	Cc1cc(-c2nnc(NC(=O)C3c4ccccc4Oc4ccccc43)o2)c(C)o1
  A: 0	B: 10	C: 0.8	D: -1.0

42	CC1CC(=O)N(CC(=O)NCc2ccco2)c2ccccc2S1 (centres undefined)
  A: -2	B: 9	C: -0.9	D: 0.0

62	CCN1C(=O)/C(=C/c2ccc(C)o2)C(=O)NC1=S
  A: 3	B: 35	C: -0.5	D: 0.0

(cont.)
Letter code: A = TEAD-YAP inh; B = MITF primary; C = GPR151 ag; D = FBW7 act
76	O=C1CCCCc2sccc2N1
  A: 1	B: -2	C: 6.4*	D: -0.1

77	Cc1ccc(NC(=O)CSC2=NC(C)(C)N=C2c2ccc(F)cc2)cc1
  A: 12	B: -16	C: 1.2	D: 0.2

78	O=C(/C=C/c1cnc2ccccc2n1)NC1CCCCCC1
  A: -27	B: 1	C: -0.7	D: 0.3

79	CCC(C)(C)C(=O)CC(=O)c1ccc(OC)cc1
  A: -26	B: 1	C: 0.8	D: 0.6

80	CCC(Sc1nc2ccsc2c(=O)n1NC(=O)COc1ccccc1Br)C(=O)NCc1ccc(C)cc1 (centres undefined)
  A: 4	B: 9	C: 0.2	D: -0.1
